# Screening results from PubChem BioAssay.
# LYP phosphatase: inhibitors of LYP phosphatase, biochemical, fluorescence intensity, uHTS (AID 1779) | Tyrosine-protein phosphatase non-receptor type 22 (Homo sapiens) | recombinant LYP phosphatase, fluorescence intensity; higher % means a stronger effect | inhibition, % at 11.5 µM, or IC50 in µM where a hit was titrated | hit rate 0.054% among 290,000; in the data active = inhibition above about 50%;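 note: plate controls were vehicle with enzyme for no effect and no enzyme for full effect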
# SIAH1 antagonists: Siah-1 peptide-binding antagonists, primary screen, biochemical, fluorescence polarization, rhodamine-plectin, uHTS (AID 1817). hit rate 0.02% among 290,000. Siah-1 / rhodamine-plectin peptide fluorescence polarization; higher % means a stronger effect. one-dose displacement, % at 20 µM; IC50 in µM for titrated hits. E3 ubiquitin-protein ligase SIAH1 (Homo sapiens);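 active = displacement of at least 50% at 20 µM, with a fluorescence ratio check between 0.3 and a set limit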;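 note: plate controls were Siah plus tracer with DMSO for no effect and tracer alone without Siah for full effect; strong numbers were not always called active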
# RSV CPE inhibition: RSV antiviral activity via CPE protection, HEp-2 cells, primary 10 µM value included (AID 2391); HEp-2 cells, RSV-induced CPE inhibition; higher % means a stronger effect; one-dose CPE inhibition, % at 10 µM; IC50 in µM for titrated hits; hit rate 0.13% among 310,000; in the data active = a potency from the dose series; inconclusive = CPE inhibition mostly from about 23% at the one dose, without a potency; inactive = the rest, 99 in 100 with CPE inhibition below about 21%; note: strong numbers were not always called active
# NS5 inhibitors: Dengue-2 NS5 methyltransferase inhibitors, primary screen, biochemical, confirmation dose response (AID 588689). Genome polyprotein (Dengue virus type 2 (strain 16681-PDK53)). Dengue-2 NS5 methyltransferase capping enzyme assay, biochemical; higher % means a stronger effect. one-dose inhibition, % at 25 µM; IC50 in µM for titrated hits. hit rate 0.3% among 340,000; in the data active = a potency from the dose series; inconclusive = inhibition above about 29% without an active follow-up result
# XIAP displacement: XIAP antagonists, biochemical, IAP family, fluorescence polarization (AID 1018). E3 ubiquitin-protein ligase XIAP (Homo sapiens). displacement, % at 20 µM, or IC50 in µM where a hit was titrated. XIAP BIR domain, fluorescence polarization peptide displacement; higher % means a stronger effect. hit rate 0.007% among 200,000; in the data active = displacement above about 50%; note: a part of the inactive calls stands beside numbers as strong as those of hits
# AID2073: inhibitors of Mint1-CaV2.2 protein interaction, biochemical, HTRF (AID 2073); Voltage-dependent N-type calcium channel subunit alpha-1B (Homo sapiens); HTRF protein-protein interaction, Mint1-CaV2.2; higher % means a stronger effect; one-dose inhibition, % at 20 µM; IC50 in µM for titrated hits; hit rate 0.19% among 290,000; in the data active = inhibition mostly above about 51%, no sharp cut-off; inconclusive = no clear call, values can overlap the other calls; inactive = mostly below about 53%; note: some results filed as inactive read as strong as hits
# Rac1 GTP hydrolysis: MgcRacGAP GTPase-activating activity inhibitors, confirmation, biochemical, ADP Hunter fluorescence. Rac GTPase-activating protein 1 (Homo sapiens). MgcRacGAP-stimulated Rac1 GTP hydrolysis, ADP Hunter fluorescence; higher % means a stronger effect; GST-tagged Rac1 F28L mutant substrate. inhibition, % at 30 µM, or IC50 in µM where a hit was titrated. hit rate 0.6% among 340,000;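 active = first-screen hits whose inhibition reached a set limit at any dose in the follow-up dose series; inconclusive = inhibition above the set first-screen limit but never retested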;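 note: fluorescence reports GDP produced by GAP-driven GTP hydrolysis; strong numbers were not always called active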
# HIV fusion peptide: inhibitors of HIV fusion peptide binding, primary screen, biochemical, uHTS, fluorescence dequenching (AID 1986) | cell-free peptide binding, fluorescence dequenching, 30 min; higher % means a stronger effect | inhibition, % at 20 µM, or IC50 in µM where a hit was titrated | hit rate 0.3% among 290,000; in the data active = inhibition mostly above about 52%, no sharp cut-off; inactive = mostly below about 76%; note: some results filed as inactive read as strong as hits
# SV40 large T antigen: SV40 large T antigen inhibitors, biochemical (AID 1903) | SV40 large T antigen ATPase/helicase inhibition assay; higher % means a stronger effect | hit rate 0.39% among 310,000 | inhibition, % at 20 µM, or IC50 in µM where a hit was titrated; in the data active = a potency from the dose series; inconclusive = inhibition mostly from about 32% at the one dose, without a potency; inactive = the rest, 99 in 100 with inhibition below about 32%; note: strong numbers were not always called active
# Active calls of the source: *; u = inconclusive; x = not tested or not shown.
LYP phosphatase,SIAH1 antagonists,RSV CPE inhibition,NS5 inhibitors,XIAP displacement,AID2073,Rac1 GTP hydrolysis,HIV fusion peptide,SV40 large T antigen,smiles
-9%,7%,1.4%,-5%,x,8%,4%,1.1%,12%,COc1ccc(C)cc1S(=O)(=O)N(CC(=O)N1CCCC1)c1ccc(C)cc1
-3%,-3%,2.1%,3%,-8.5%,15%,3%,-2.3%,-1%,CCOc1ccc(Oc2c(C)oc3cc(O)ccc3c2=O)cc1
-6%,13%,1.2%,-6%,x,-1%,12%,1.0%,x,O=C(NCc1ccc(F)cc1)c1cc(S(=O)(=O)N2CCCCC2)c[nH]1
-2%,1%,0.2%,-6%,-6.4%,-4%,17%,2.1%,8%,CCN1CCN(C(=S)NCC(C)C)CC1
-7%,2%,1.6%,0%,x,11%,5%,-1.0%,5%,CC(NC(=O)c1ccccc1F)c1nnc(SCC(=O)NC2CCCCC2)n1C (configuration not stated)
11%,-1%,0.1%,43µM*,x,24%,14%,64%,4%,COc1cccc(/C=C2\Oc3cc(OCC(=O)N4Cc5ccccc5C[C@H]4C(=O)O)ccc3C2=O)c1
-4%,5%,0.8%,-7%,-6.0%,23%,7%,-1.7%,7%,COc1ccc(N2C(=O)CC(N3CCOCC3)C2=O)cc1 (configuration not stated)
0%,2%,6.0%,7%,-7.4%,2%,12%,-1.4%,3%,C/C(=N/NC(=O)c1cc(-c2ccc(Br)s2)[nH]n1)c1ccco1
-1%,8%,x,16%,-5.8%,7%,6%,22%,14%,CCOc1cc(/C=N/N=C2/NC(=O)C(CC(=O)O)S2)ccc1OS(=O)(=O)c1ccc(C)cc1 (configuration not stated)
x,x,40%,-12%,x,x,6%,x,9%,Cc1cccc2sc(N3CCN(C(=O)C4COc5ccccc5O4)CC3)nc12 (configuration not stated)

# Quoted at random: 2 compounds from above, in no set order.
LYP phosphatase,SIAH1 antagonists,RSV CPE inhibition,NS5 inhibitors,XIAP displacement,AID2073,Rac1 GTP hydrolysis,HIV fusion peptide,SV40 large T antigen,smiles
11%,-1%,0.1%,43µM*,x,24%,14%,64%,4%,COc1cccc(/C=C2\Oc3cc(OCC(=O)N4Cc5ccccc5C[C@H]4C(=O)O)ccc3C2=O)c1
-7%,2%,1.6%,0%,x,11%,5%,-1.0%,5%,CC(NC(=O)c1ccccc1F)c1nnc(SCC(=O)NC2CCCCC2)n1C (configuration not stated)

# Additional records:
LYP phosphatase,SIAH1 antagonists,RSV CPE inhibition,NS5 inhibitors,XIAP displacement,AID2073,Rac1 GTP hydrolysis,HIV fusion peptide,SV40 large T antigen,smiles
-2%,-2%,17%,x,x,8%,x,-0.6%,14%,N#Cc1cccc(C#N)c1Oc1ccc(S(=O)(=O)Nc2ccccc2)cc1
-8%,2%,2.7%,1%,x,2%,0%,-1.1%,27%,CCC(C(=O)OC)n1cnc2c(nnn2-c2ccc(F)cc2)c1=O (configuration not stated)
-5%,5%,3.4%,-1%,-19%,2%,-2%,-2.0%,15%,CC(C)Oc1ccc(C(=O)N(Cc2ccco2)C2CCS(=O)(=O)C2)cc1 (configuration not stated)
-3%,4%,1.2%,-4%,1.4%,-9%,1%,0.3%,9%,CCc1nc(NCCCn2ccnc2)c2oc3ccccc3c2n1
-12%,2%,0.8%,-4%,-5.4%,-1%,1%,-0.8%,-20%,Cc1ccc(S(=O)(=O)N(CC(=O)NN=C2CCN(C)CC2)c2ccc(C(C)C)cc2)cc1
-3%,-2%,2.0%,6%,-5.7%,12%,5%,-0.2%,18%,S=C1CSc2ccccc2N1
0%,6%,7.1%,-6%,-0.1%,2%,9%,-1.3%,2%,CCN(CC)S(=O)(=O)c1ccc(Cl)c(C(=O)Nc2ccc(Cl)cc2[N+](=O)[O-])c1
1%,3%,2.5%,7%,-4.4%,0%,9%,0.9%,-3%,O=C(CSc1nc2c(c(=O)n1-c1ccc(Cl)cc1)SCC2)NCC1CCCO1 (configuration not stated)
-5%,7%,4.7%,6%,0.5%,-10%,18%,9.3%,12%,O=C(c1cc(-c2ccc(F)cc2)on1)N1CCCc2ccccc21
-11%,11%,0.7%,-10%,x,5%,13%,-0.9%,8%,CCOc1ccccc1CN1CCNC(=O)C1CC(=O)N(C)CCc1cnn(C)c1 (configuration not stated)
5%,1%,1.1%,2%,-5.7%,4%,0%,-0.8%,4%,Cc1ccc(NCCC(=O)c2cccs2)cc1Cl
4%,-1%,7.3%,-9%,-13%,14%,6%,-0.9%,16%,CCCc1nc2ccc(NC(=O)c3cccs3)cc2c(=O)n1Cc1ccccc1Cl
x,x,-1.0%,-1%,x,x,13%,x,13%,O=C(CN1C(=O)c2ccc([N+](=O)[O-])cc2C1=O)NC1CCCCCC1
-2%,-2%,-4.5%,u,-1.5%,47%,10%,-1.2%,11%,CC(=O)C(C(C)=O)c1c(Cl)c(O)c(O)c2c(C(=O)c3ccccc3)coc12
-4%,0%,0.8%,x,-7.5%,-9%,8%,0.3%,16%,CSCCC(NC(=O)C12CC3CC(CC(C3)C1)C2)C(=O)OCC(=O)c1ccccc1 (configuration not stated)
-13%,0%,-4.0%,-13%,0.0%,26%,6%,0.0%,8%,FC(F)(F)c1cccc(NC(=S)N(CCCN2CCCC2)Cc2cccn2Cc2ccc(Cl)cc2)c1
-4%,10%,2.1%,-5%,-1.8%,13%,4%,7.5%,1%,O=C(CCCCCn1c(SCc2ccncc2)nc2ccccc2c1=O)NCc1ccco1
-1%,2%,x,3%,-1.0%,-4%,10%,0.7%,24%,CCc1nnc(SCC(=O)Nc2ccc(N3CCOCC3)cc2)o1
-8%,-5%,1.6%,-7%,x,9%,15%,-0.3%,4%,CCOc1ccc(NC(=O)CN2C(=O)CSc3ccc(S(=O)(=O)N4CCCC4)cc32)cc1
-11%,2%,-1.5%,12%,-3.8%,31%,2%,-2.1%,0%,CN1CCN(c2cc(-c3ccccc3)nc3cc(-c4ccc(F)cc4)nn23)CC1
-9%,4%,3.1%,-5%,x,6%,12%,-1.1%,5%,COc1ccc(OCC(O)Cn2c(N3CCCCC3)nc3c2c(=O)[nH]c(=O)n3C)cc1 (configuration not stated)
0%,10%,x,-3%,x,-3%,11%,-1.6%,3%,COC(=O)c1sc(C(F)(F)F)c(-c2ccccc2)c1S(=O)(=O)N(C)C
-8%,-2%,1.5%,-9%,x,6%,5%,-3.2%,2%,Cc1ccc(NC(=O)N2C3CCCC2CC(NC(=O)C(C)(C)C)C3)cc1 (configuration not stated)
-5%,1%,15%,-6%,x,14%,8%,-0.9%,2%,Cc1nn(-c2ccccc2)c(Cl)c1/C=N/NC(=O)c1nn(C)cc1[N+](=O)[O-]
-8%,0%,0.8%,2%,-1.8%,8%,5%,-0.9%,3%,CC(C)N1C(=O)C2C(C(=O)NC3CCCCC3)C3C=CC2(O3)C1C(=O)NC1CCCCC1 (configuration not stated)
-2%,1%,1.6%,-9%,x,10%,8%,-0.5%,5%,CCOC(=O)C1(Cc2ccccc2C)CCCN(C(=O)c2ccc3nccnc3c2)C1 (configuration not stated)
-4%,2%,20%,26%,-7.0%,-15%,-4%,-2.7%,11%,CCN(CCNC(=O)CN1CCN(Cc2ccc(Cl)cc2)C1=O)c1ccccc1
-3%,-14%,8.9%,3%,-4.3%,0%,5%,0.9%,28%,Nc1nc(-c2ccccn2)nc(N)c1Cc1ccc(Cl)cc1Cl
-11%,-2%,10%,-3%,-3.9%,11%,2%,1.9%,5%,O=c1oc2ccccc2c(NCc2ccccc2F)c1[N+](=O)[O-]
1%,-1%,17%,-5%,x,-3%,15%,1.5%,1%,O=C(N/N=C/c1ccc(O)cc1O)NC12CC3CC(CC(C3)C1)C2
-9%,5%,1.1%,0%,x,10%,8%,-0.7%,16%,COc1ccc(NC(=O)Nc2ccon2)cc1OC
-6%,4%,1.8%,x,-12%,-1%,x,0.2%,11%,CSc1nc2c(c(=O)[nH]1)C(c1ccc(Br)cc1)CC(=O)N2 (configuration not stated)
-11%,-4%,1.5%,-3%,x,1%,8%,-0.3%,25%,COCCC(=O)Nc1c(-c2ccccc2)c2cc(Br)ccc2[nH]c1=O
4%,-1%,2.4%,-5%,x,-4%,14%,0.8%,10%,O=C(N=C1SC2CS(=O)(=O)CC2N1c1cccc(Cl)c1)C1CCCO1 (configuration not stated)
-13%,10%,1.3%,-3%,x,8%,25%,80%*,13%,Cc1cc(O)c(C=Nc2ccc(N3CCOCC3)cc2)c(C)c1Cl
-8%,10%,3.7%,1%,x,23%,9%,-1.3%,9%,Cc1c([N+](=O)[O-])cc(C(=O)Nc2ccc3ncccc3c2)cc1[N+](=O)[O-]
-10%,17%,0.7%,-8%,x,15%,12%,0.2%,6%,CCC1=C(OC(=O)N(CC)CC)N2C(=O)OC(=NCCOC)[C@]2(Cc2ccccc2)[C@H]2C1=CC[C@H]1C(=O)NC(=O)[C@H]12
-11%,3%,0.7%,4%,x,-8%,9%,-1.2%,6%,CC(=O)c1cccc(CN2CCC(n3nccc3NC(=O)CCOc3ccccc3)CC2)c1
-11%,11%,5.1%,-6%,x,-1%,0%,1.0%,8%,O=C(CC1CC2CCC1C2)NCCc1ccc(Cl)cc1 (configuration not stated)
-9%,1%,1.3%,-2%,-5.6%,11%,0%,-1.2%,-7%,COc1ccc(N2C(=O)CCC(C(=O)NCc3ccccn3)C2c2ccc(F)cc2)cc1 (configuration not stated)
8%,125%,10%,20%,-12%,15%,32%,51%,29%,Oc1cccc2c(NC(=S)Nc3ccc(SC(F)F)cc3)cccc12
7%,5%,13%,1%,-2.1%,-13%,14%,-0.2%,2%,COc1cc(/C=C/C(=O)Nc2nnc(CC(C)(C)C)s2)cc(OC)c1OC
6%,6%,6.8%,-4%,-3.6%,27%,8%,1.2%,13%,N#Cc1c(NC(=O)C2CC(c3c(F)cccc3Cl)=NO2)sc2c1CCC2 (configuration not stated)
-6%,6%,0.5%,-5%,-5.1%,3%,7%,1.6%,8%,COc1ccc(NS(=O)(=O)c2ccc(NC(=O)c3ccccc3Br)cc2)nn1
-1%,1%,4.8%,-1%,-12%,4%,14%,1.3%,8%,N#C/C(=C\c1ccc[nH]1)Sc1nc2ccccc2s1
-9%,9%,1.1%,-6%,0.9%,4%,2%,5.2%,1%,O=C(CCC(=O)NNC(=O)Nc1ccc(Cl)cc1)NCc1ccccc1
-8%,6%,-1.2%,2%,-4.1%,-5%,-1%,-1.6%,3%,CC(C)(C)NC(=O)Cn1nc(C(F)(F)F)c2c1CCCC2
-3%,3%,0.1%,-1%,-2.9%,-1%,1%,3.1%,7%,COc1cccc(NC(=O)c2nc3nc(C)cc(C(F)F)n3n2)c1
-10%,3%,5.9%,6%,x,-4%,11%,0.1%,0%,Cc1cc2c(cc1S(=O)(=O)N(C)c1ccccc1)n(C)c(=O)n2C
-8%,12%,1.0%,4%,x,-6%,12%,1.1%,8%,CC(=O)N1CCN=C1SCc1cccc(C)c1
6%,0%,u,-4%,x,-3%,10%,-1.5%,15%,Cc1cc(N2CCN(C)CC2)nc2ccc(NC(=O)CCC(=O)N3CCN(c4ccc([N+](=O)[O-])cc4)CC3)cc12
